PMI inhibitors: inhibitors of human PMI, primary screen, biochemical, fluorescence intensity, coupled assay (AID 1209); Mannose-6-phosphate isomerase (Homo sapiens); purified PMI enzyme, coupled fluorescence intensity; higher % means a stronger effect; inhibition, % at 20 µM; hits with a dose series show IC50 in µM; 190,000 tested, 0.42% active;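 further: plate controls were DMSO vehicle for no effect and wells lacking substrate for full effect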
TNAP activation fold: human TNAP enzyme activators, primary screen, biochemical, luminescent, no phosphate acceptor, uHTS (AID 1001); activation fold at 20 µM; hits with a dose series show EC50 in µM; Alkaline phosphatase, tissue-nonspecific isozyme (Homo sapiens); 200,000 tested, 0.03% active; purified TNAP, luminescent activation assay, no phosphate acceptor; higher activation fold means a stronger effect; in the data active means activation fold from about 3, or a potency from the dose series; inactive means the rest, 99 in 100 with activation fold below about 1.6; further: many of its hits are not listed in these tables
M1AAP inhibition: P. falciparum M1AAP inhibitors, biochemical, fluorogenic H-Leu-NHMec substrate, 1536-well (AID 1445); recombinant M1AAP, H-Leu-NHMec fluorogenic kinetic assay; higher % means a stronger effect; 220,000 tested, 0.42% active; inhibition, % at 30 µM; hits with a dose series show IC50 in µM;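 active means primary inhibition above the hit cutoff, then over 50% inhibition at one or more dose response concentrations, cut at about 23% in these data, passing the limit was not always enough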;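 further: plate controls were DMSO full reaction for no effect and no enzyme background for full effect; strong numbers were not always called active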
P. falciparum M17LAP: P. falciparum M17LAP inhibitors, primary screen, biochemical, fluorogenic H-Leu-NHMec substrate, 1536-well (AID 1619). Leucine aminopeptidase (Plasmodium falciparum (isolate 3D7)). recombinant M17LAP, H-Leu-NHMec fluorogenic kinetic assay; higher % means a stronger effect. 220,000 tested, 0.38% active. one-dose inhibition, % at 30 µM; IC50 in µM for titrated hits;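 active means compound inhibiting the enzyme by more than half at any dose during confirmatory dose-response retesting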;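 further: plate controls were full reaction with DMSO carrier for no effect and no enzyme background for full effect; strong numbers were not always called active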
PMI inhibition: human PMI inhibitors, high substrate, primary screen, biochemical, fluorescence intensity, high mannose 6-phosphate (AID 1220); inhibition, % at 20 µM, or IC50 in µM where a hit was titrated; 190,000 tested, 0.66% active; recombinant PMI enzyme, coupled fluorescence intensity; higher % means a stronger effect; Mannose-6-phosphate isomerase (Homo sapiens)
Siah-1 displacement: Siah-1 peptide-binding antagonists, primary screen, biochemical, fluorescence polarization, rhodamine-plectin, uHTS (AID 1817); Siah-1 / rhodamine-plectin peptide fluorescence polarization; higher % means a stronger effect; displacement, % at 20 µM; hits with a dose series show IC50 in µM; 290,000 tested, 0.02% active; E3 ubiquitin-protein ligase SIAH1 (Homo sapiens);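 active means displacement of at least 50% at 20 µM, with a fluorescence ratio check between 0.3 and a set limit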;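 further: plate controls were Siah plus tracer with DMSO for no effect and tracer alone without Siah for full effect; strong numbers were not always called active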
K1F lysis inhibition: inhibition of K1F phage lysis, E. coli UTI89, bacterial capsule biogenesis inhibitors, alamar blue (AID 488966); 340,000 tested, 0.02% active; E. coli UTI89 K1F phage lysis, alamar blue, 2 h; higher % means a stronger effect; one-dose inhibition, % at 100 µM; IC50 in µM for titrated hits;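 active means phage lysis inhibition, versus mean bacterial control, above a set limit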;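 further: capsule biogenesis inhibitors block K1F phage lysis so surviving cells raise fluorescence; higher fluorescence means more inhibition of phage lysis; actives were called in the ten point dose series up to 300 µM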
Hep lipid drop: inhibitors of hepatocyte lipid droplet formation, primary screen, imaging, high-throughput imaging, BODIPY stain | 240,000 tested, 0.4% active | inhibition, % at 6.5 µM | AML12 mouse hepatocytes, oleate lipid droplets;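 active means lipid droplet intensity inhibited by at least 50%, with more than 500 cells counted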
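material = mouse AML12 hepatocyte cell line, fixed after treatment | also added = 100 µM oleic acid challenge | doses = compound at 6.5 µM only | schedule = overnight exposure | technique = Image-based BODIPY and DAPI two-channel analysis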
XIAP displacement: XIAP antagonists, biochemical, IAP family, fluorescence polarization (AID 1018). 200,000 tested, 0.007% active. E3 ubiquitin-protein ligase XIAP (Homo sapiens). displacement, % at 20 µM; hits with a dose series show IC50 in µM. XIAP BIR domain, fluorescence polarization peptide displacement; higher % means a stronger effect; in the data active means displacement above about 50%; further: a part of the inactive calls stands beside numbers as strong as those of hits
Hep lipid drop cells 6.5 µM: also measured in Hep lipid drop; calls as there; cell count; measured here: cell count, cytotoxicity flag;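 cells counted across two imaged fields per well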
* hit, by the source's call; nt = no result given; [ ] = another dose, or the depositor's remark. Unless noted, no stated cut-off is given here; in the data, active means inhibition above about 50%; inactive means the rest. Outcome played no part in choosing rows; any-hit rate near 1.9%.

SMILES	PMI inhibitors	TNAP activation fold	M1AAP inhibition	P. falciparum M17LAP	PMI inhibition	Siah-1 displacement	K1F lysis inhibition	Hep lipid drop	Hep lipid drop cells 6.5 µM	XIAP displacement
O=C(CN1CCOCC1)Nc1c2c(nc3c1CCC3)CCC2	0.0%	1.1	-7.3%	-3.2%	-1.1%	-2.6%	0.1%	nt	nt	-3.9%
COC1CCCCC1Nc1cc(C)cc(C)c1 (stereo not given)	5.1%	1.3	-9.3%	5.2%	0.2%	4.8%	-0.6%	10.0	748	-0.7%
Cc1cc(C)n(CCNC(=O)CC2C(=O)NCCN2CC2CCCCC2)n1 (stereo not given)	nt	1.1	7.4%	13.2%	nt	7.2%	0.3%	2.6	669	-4.1%
CCOC(=O)CSc1nnc(CNC(=O)c2cc(OC)c(OC)c(OC)c2)n1C	7.7%	1.1	8.9%	-1.1%	5.4%	-2.4%	-1.2%	nt	nt	-18.9%
CC(C)c1nnc(NC(=O)CSc2nc3ccccc3[nH]2)s1	-0.6%	1.1	3.9%	7.2%	2.0%	3.8%	3.8%	1.3	688	-4.3%
Cc1ccc(Cn2ncc3c(N4CCN(C)CC4)ncnc32)cc1	-17.8%	0.9	1.2%	7.0%	-18.0%	-3.4%	0.3%	-3.3	715	-5.5%
Cc1cc(C)c2cc(CN(CCO)C(=O)Nc3ccc(Cl)cc3)c(=O)[nH]c2c1	15.6%	1	4.4%	4.0%	12.2%	-6.8%	nt	-38.8	796	-3.4%
CCC(=NCc1ccc(Cl)c(Cl)c1)c1nc(-c2ccco2)oc1O	6.3%	1.1	13.3%	-2.2%	7.6%	-4.4%	3.1%	nt	nt	-4.6%
C#CCOCCOCCOCCNc1nc(N2CCOCC2)nc(N2CCN(C(=O)[C@H](CCC(=O)O)n3cc(C(N)[C@H](C)CC)nn3)CC2)n1 (stereo not given in full)	-28.9%	1.1	0.8%	1.9%	-26.7%	-3.3%	1.1%	-7.2	725	-1.7%
Cc1ccc(N(CCC(=O)O)S(=O)(=O)c2ccc(C)cc2)cc1	-4.4%	1.2	2.5%	-4.0%	-3.8%	-1.4%	2.5%	-0.4	687	-3.8%
Cc1nc2ccccc2n1CC(=O)OCC(=O)NCc1ccccc1	-3.0%	1.1	3.1%	0.0%	3.7%	4.1%	2.3%	-22.3	644	-0.8%
N#C/C(=C1/CCCCCN1)c1nnc2n1CCCCC2	1.0%	1	4.2%	1.5%	-3.4%	2.3%	0.3%[50 µM]	4.0	783	-1.9%
COc1ccc(CN(C)C(C)C(=O)NC2CCCc3ccccc32)cc1 (stereo not given)	-2.2%	1.1	1.8%	12.1%	-5.3%	2.8%	0.7%	-23.2	727	-9.9%
CC(=O)N(CC1CCCO1)C1(C(=O)NC2CCCC2)CCCCC1 (stereo not given)	-6.6%	1.1	-1.9%	5.3%	-3.1%	2.7%	0.0%	-0.5	755	-3.7%
Cc1ccc(Oc2ncccc2NC(=O)CC2(CC(=O)O)CCCC2)c2c1CCC2	nt	nt	0.2%	-5.1%	nt	-0.6%	-0.2%	6.0	671	nt
Cc1nnc2n(Cc3ccccc3)c(=O)c3c4c(sc3n12)CN(Cc1ccccc1)CC4	6.6%	1	nt	nt	14.9%	0.5%	nt	nt	nt	-7.3%
COc1ccc(NC(=O)C2C3C=CC(C3)C2C(=O)NCc2ccco2)c(OC)c1 (stereo not given)	-6.7%	1.1	89.2µM*	10.6%	-5.2%	-3.5%	1.6%	2.9	801	0.4%
COCc1cc(C)nc(N/N=C/c2ccc(-c3ccc(C(=O)O)c(Cl)c3)o2)c1C#N	-17.3%	1.1	15.5%	19.8%	-2.9%	-0.4%	nt	-25.3	556	-4.2%
Cc1ccc(NC(=O)N(C2CCCCC2)C(C)c2cccnc2)cc1C (stereo not given)	4.0%	1.2	-3.6%	7.1%	6.3%	-1.0%	-1.2%	nt	nt	-4.0%
CCCc1ccc(OCC(=O)NNC(=S)NC(=O)c2ccco2)cc1	0.3%	1.1	15.2%	72.1%	-18.1%	-6.5%	1.2%	-2.7	743	0.7%
O=C(CCc1nnc(COc2ccccc2)o1)NCc1ccccc1	-0.1%	1.1	-1.9%	19.0%	-3.8%	-2.8%	0.2%	0.0	722	-0.4%
O=C(NCCN1CCOCC1)c1cccn2c(=O)c3c4c(sc3nc12)CCCC4	nt	nt	1.0%	-15.5%	nt	7.2%	nt	3.7	701	nt
C=CCNC(=S)NNC(=O)CCC(O)COCCC(C)C (stereo not given)	-7.3%	2.1	-2.0%	3.7%	1.2%	8.0%	0.3%	13.0	668	-2.1%
COC(=O)c1ccccc1OCCOc1ccccc1C(=O)OC	1.3%	1.1	5.6%	-7.7%	2.8%	1.5%	-0.7%	nt	nt	-1.9%
Cc1cccc(OC(=O)c2sc(Cl)nc2C)c1	5.8%	1.1	-0.9%	-11.4%	6.8%	3.9%	0.9%[50 µM]	-3.1	673	-8.3%

Shown bar-delimited: part of the list above
mol | PMI inhibitors | TNAP activation fold | M1AAP inhibition | P. falciparum M17LAP | PMI inhibition | Siah-1 displacement | K1F lysis inhibition | Hep lipid drop | Hep lipid drop cells 6.5 µM | XIAP displacement
CCOC(=O)CSc1nnc(CNC(=O)c2cc(OC)c(OC)c(OC)c2)n1C | 7.7% | 1.1 | 8.9% | -1.1% | 5.4% | -2.4% | -1.2% | nt | nt | -18.9%
COc1ccc(CN(C)C(C)C(=O)NC2CCCc3ccccc32)cc1 (stereo not given) | -2.2% | 1.1 | 1.8% | 12.1% | -5.3% | 2.8% | 0.7% | -23.2 | 727 | -9.9%

Following part:
SMILES	PMI inhibitors	TNAP activation fold	M1AAP inhibition	P. falciparum M17LAP	PMI inhibition	Siah-1 displacement	K1F lysis inhibition	Hep lipid drop	Hep lipid drop cells 6.5 µM	XIAP displacement
CC(=O)Nc1c(C(=O)N2CCOCC2)cnn1-c1ccc(C)c(C)c1	5.4%	1.1	1.7%	0.3%	2.2%	-4.5%	3.4%	nt	nt	12.9%
CCOC(=O)CSc1nc2cc(C(=O)NCC3CCCO3)ccc2c(=O)n1Cc1ccco1 (stereo not given)	-5.0%	0.9	0.0%	-53.4%	-5.5%	3.5%	0.5%	nt	nt	-5.4%
CCOc1cc(C(=O)Nc2cccc3ncccc23)cc(OCC)c1OCC	-1.1%	1.1	6.3%	8.1%	-3.5%	0.9%	6.3%	9.5	794	-0.5%
CC1=CCC(/C=N\Nc2nnc3c(n2)[nH]c2ccccc23)CC1 (stereo not given)	6.0%	1.2	0.9%	13.3%	-2.0%	-6.2%	nt	-1.1	677	-7.5%
c1ccc(-c2ccccc2OCCCN2CCOCC2)cc1	-11.5%	0.9	12.0%	2.3%	-24.1%	0.4%	-0.2%	-2.2	697	-7.7%
NC(CC(=O)OC1CCCCC1)C(=O)OC1CCCCC1 (stereo not given)	-6.5%	1.1	-3.0%	15.5%	4.2%	0.1%	-0.6%	nt	nt	-2.0%
O=S(=O)(NCC1CCCO1)c1ccc(S(=O)(=O)N2CCCC2)cc1 (stereo not given)	-17.6%	1.1	9.6%	-6.0%	-11.3%	2.8%	-0.2%	nt	nt	-1.2%
O=S(=O)(Nc1ccc(S(=O)(=O)N2CCCCC2)cc1)c1ccc(Br)s1	5.5%	1.1	4.8%	16.3%	2.7%	2.6%	-0.3%	5.7	760	-13.5%
Cc1ccccc1C(=O)OCCN1CCOCC1	-12.2%	1.1	2.1%	6.5%	-7.6%	1.1%	0.1%	-4.5	676	-6.8%
C/C(N)=C(/C#N)C(=O)COC(=O)c1ccc(O)cc1	-0.9%	1.1	4.0%	14.7%	-2.6%	-8.1%	0.3%[50 µM]	5.3	572	-7.8%
O=C(Nc1ccccc1)Nc1cccc(Cl)c1Cl	6.1%	1.1	5.8%	1.1%	8.2%	6.0%	1.5%	-1.0	630	-2.1%
c1ccc(OCCCn2nnc(-c3ccc(N4CCOCC4)cc3)n2)cc1	13.0%	1.1	1.7%	14.3%	9.2%	2.9%	-0.8%	1.7	758	-5.4%
COc1ccc(Nc2ccc(Cl)cc2)c(C(=O)O)c1	4.0%	1	9.0%	18.9%	4.0%	2.2%	-9.6%	1.3	585	-3.1%
Cc1c(NC(=O)c2cc3nc(-c4ccc(Cl)cc4)cc(C(F)(F)F)n3n2)c(=O)n(-c2ccccc2)n1C	2.5%	1	4.9%	1.7%	6.4%	-0.6%	5.5%	0.4	726	-7.7%
O=S(=O)(c1ccc(Nc2ccc3c(c2)OCO3)nc1)N1CCOCC1	0.9%	1.1	6.0%	10.6%	10.2%	2.5%	0.3%	nt	nt	-0.9%
CCSc1nc2ccccc2n1CC(=O)OC	6.2%	1.1	6.6%	-1.3%	0.4%	-3.1%	4.2%	1.2	787	-0.7%
COC(=O)c1ccc(NC(=O)CSc2nncc3ccc(OC)c(OC)c23)cc1	-2.3%	0.9	-0.8%	8.8%	-13.2%	4.5%	1.9%[50 µM]	17.9	675	-3.1%
CCOc1ccc(NC(=O)Nc2nnc(CC)s2)cc1	-8.2%	1.1	-0.8%	9.9%	-8.9%	-0.7%	0.0%	nt	nt	-4.8%
O=c1[nH]c2ccccc2c2ccccc12	3.2%	1.4	6.5%	3.1%	3.6%	14.5%	0.9%	22.6	675	-4.0%
CN(CCO)Cc1csc2ccc(Br)cc12	-5.3%	1.1	2.1%	-8.2%	-10.3%	3.7%	1.3%	0.7	706	-3.6%
COc1ccc(C(=O)O)c(OC)n1	nt	nt	-9.7%	6.7%	nt	-5.1%	-0.7%[50 µM]	9.1	733	nt
CCCCCCCC(=O)NN=C1CCN(Cc2ccccc2)CC1	5.4%	1	-0.6%	2.1%	10.1%	-4.3%	0.2%	2.0	621	-11.7%
CC(=O)c1c(O)cc(=O)n(-c2ccccc2)c1-c1cccc2ccccc12	-5.4%	1.1	-0.9%	11.1%	-5.3%	2.4%	0.9%	nt	nt	-5.7%
CC(=O)Nc1ccc(S(=O)(=O)NC2(C(F)(F)F)NC(=O)N(C3CCCCC3)C2=O)cc1 (stereo not given)	-2.8%	1.1	5.7%	19.2%	-1.1%	-3.5%	-1.1%	13.6	732	-3.7%
Cc1c(Cl)cccc1-c1ccc(C(=O)N2CCN(c3ccc([N+](=O)[O-])cc3)CC2)o1	-7.1%	0.9	1.8%	-4.1%	-2.8%	5.2%	-0.2%	nt	nt	-9.2%
COc1cc(Nc2nc3ccccc3n3nnnc23)cc(OC)c1OC	-2.2%	0.9	4.0%	-3.5%	4.1%	-0.5%	0.0%	nt	nt	-2.8%

Source: PubChem BioAssay (several laboratories)
